Screens as filed in PubChem.
KCNH2 3.1 block – qHTS for Inhibitors of KCHN2 3.1: Mutant qHTS. activity change, % (tested at about 1.8 µM). U2OS KCNH2 3.1, thallium flux FluxOr; active compounds read low. 0.95% of 340,000 active. Potassium voltage-gated channel subfamily H member 2, brain isoform KCNH2 3.1 (human);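 active means maximum activity change below -70%; inconclusive means maximum activity change from -70% to -50%; inactive means maximum activity change above -50%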;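 further: thallium influx rate constant from kinetic fluorescence after stimulation buffer; on the % scale 0 is the no-effect control and ±100 the full control effect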
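FluxOr-based Tl+ influx in U2OS cells transduced with KCNH2 3.1 virus; rate constants normalized to DMSO controls.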
GALK inhibitor – qHTS Assay for Inhibitors of Human Galactokinase (GALK) | Purified GALK, Kinase-Glo residual ATP luminescence | Potency, µM (highest dose often 57.5 µM), without a hit: at the top dose activity change, negative = inhibition, actives largely listed as inhibitors | 0.007% of 270,000 active | P51570; further: potency means the concentration at half of the fitted maximal effect; on the % scale 0 is the no-effect control and ±100 the full control effect
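Compounds were pin-transferred into ATP buffer (35 uM final), then GALK plus galactose (5 nM, 100 uM final) was added. After 1 h at room temperature, Kinase-Glo Plus was added and luminescence read after 10 min.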
Integrin act MD – qHTS for Activators of Integrin-Mediated Alleviation for Muscular Dystrophy; Potency, µM (top dose mostly 38.3 µM), for inactives: at the highest dose activation, usual class: activators; alpha7betagal myoblasts, beta-gal FDG fluorescence, 48 h; AID 624291, 2012; 0.064% of 350,000 active;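 further: potency means the concentration at half of the fitted maximal effect; 100% = response of the positive control SU9516; nearly all actives have a fitted effect of over 60% in size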
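alpha7betagal+/- myoblasts (passage 13, 250/well) treated 48 h at 37C with compounds at 1:260 dilution of DMSO stock. Lysed, then beta-galactosidase activity read as FDG fluorescence (ex 480/em 540) after 30 min, with pre-read for autofluorescence.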
MBNL1 CUG block – qHTS Assay for Inhibitors of MBNL1-poly(CUG) RNA binding; TR-FRET MBNL1-His/biotin-(CUG)12 binding, 665/545 ratio; 0.036% of 280,000 active; Muscleblind-like protein 1 (Homo sapiens), Q9NR56; Potency, µM (top dose mostly 57.5 µM), without a hit: at the top dose activity change, negative = inhibition, usual class: inhibitors; active means well fitted inhibition curve with a large enough effect in the signal ratio, with a control signal flat, not every such curve was filed as active; inconclusive means small, poorly fitted or top-dose-only effect, or effect the other way, or a change in a side signal; inactive means no such curve, though single readings can be large or run the other way; the % refers to the signal ratio; further: potency means the concentration at half of the fitted maximal effect; on the % scale 0 is the no-effect control and ±100 the full control effect
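Inhibition of protein-RNA binding appears as loss of TR-FRET between terbium anti-His antibody on MBNL1-His and streptavidin-XL665 on biotin-(CUG)12. Activity is normalized to buffer-only and uninhibited-complex controls.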
TRPV1 ag – HTS Assay for Compounds that Act as Agonists of the Vanilloid Receptor 1. 0.19% of 320,000 active. Transient receptor potential cation channel subfamily V member 1 (Homo sapiens), Q8NER1. TRPV1-expressing cells, Fluo-8 calcium influx, agonist mode. activation, % at 8.33 µM; in the data active means activation above about 80%; inconclusive means between about 30% and that limit; further: 0% is about no effect
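Fluo-8 calcium influx in TRPV1-expressing cells, kinetic read (ex 480/em 520 nm). Compound added and read 3 min for agonist activity, followed by capsaicin at EC20 final and 2 min further read for enhancement.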
MLL CXXC-DNA inh – qHTS Fluorescence Polarization Assay for Inhibitors of MLL CXXC domain - DNA interaction | AID 2662, 2010 | MLL-CXXC / FITC-HOXA9 DNA fluorescence polarization | 0.037% of 290,000 active | Potency, µM (series often up to 115 µM), for inactives: top-dose activity change, negative = inhibition, usual class: inhibitors | Histone-lysine N-methyltransferase 2A (Homo sapiens), Q03164; active means well fitted inhibition curve with a large enough effect in the polarisation, with a control signal flat, not every such curve was filed as active; inconclusive means small, poorly fitted or top-dose-only effect, or effect the other way, or a change in a side signal; inactive means no such curve, though single readings can be large or run the other way; the % refers to the polarisation; further: potency means the concentration at half of the fitted maximal effect
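Purified MLL-CXXC (added from a 7 uM solution) was preincubated 5 min at ambient with pinned compounds in 50 mM Tris-HCl pH 7.5, 50 mM NaCl, 1 mM DTT, 0.05% BSA. Fluorescein-labeled HOX-A9 DNA (50 nM solution) followed, 30 min, then polarization read.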
A-T KAP1 phos – qHTS Assay for Identifying a Potential Treatment of Ataxia-Telangiectasia | AID 485349, 2010 | Potency, µM (titrated, usually from 57.5 µM), for inactives: at the top dose activation, usual class: activators | 0.19% of 320,000 active | […] A-T fibroblasts, KAP-1 phosphorylation AlphaLISA; neocarzinostatin DNA damage 30 min before lysis; further: potency means the concentration at half of the fitted maximal effect; % of control where 0% means no effect; nearly all actives have a fitted effect of over 45% in size
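hTERT-immortalized A-T patient fibroblasts ([…]), 500 cells/well in OPTI-MEM, 1% FBS, got compounds for 60 min, then NCS for 30 min at 37C. Lysates were then assayed for phospho-KAP-1 by AlphaLISA (anti-pKAP1 donor, anti-KAP1 acceptor beads), 6 hr at 25C.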
KCNH2 WT inh – qHTS for Inhibitors of KCHN2 3.1: Wildtype qHTS | U2OS, BacMam KCNH2, thallium flux FluxOr; active compounds read low | activity change, % at 1.84 µM | 0.37% of 340,000 active | AID 720551, 2013;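 active means maximum activity change below -70%; inconclusive means maximum activity change between -70% and -50%; inactive means maximum activity change above -50%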; further: on the % scale 0 is the no-effect control and ±100 the full control effect
Target sequence (Q12809 whole entry, looked up): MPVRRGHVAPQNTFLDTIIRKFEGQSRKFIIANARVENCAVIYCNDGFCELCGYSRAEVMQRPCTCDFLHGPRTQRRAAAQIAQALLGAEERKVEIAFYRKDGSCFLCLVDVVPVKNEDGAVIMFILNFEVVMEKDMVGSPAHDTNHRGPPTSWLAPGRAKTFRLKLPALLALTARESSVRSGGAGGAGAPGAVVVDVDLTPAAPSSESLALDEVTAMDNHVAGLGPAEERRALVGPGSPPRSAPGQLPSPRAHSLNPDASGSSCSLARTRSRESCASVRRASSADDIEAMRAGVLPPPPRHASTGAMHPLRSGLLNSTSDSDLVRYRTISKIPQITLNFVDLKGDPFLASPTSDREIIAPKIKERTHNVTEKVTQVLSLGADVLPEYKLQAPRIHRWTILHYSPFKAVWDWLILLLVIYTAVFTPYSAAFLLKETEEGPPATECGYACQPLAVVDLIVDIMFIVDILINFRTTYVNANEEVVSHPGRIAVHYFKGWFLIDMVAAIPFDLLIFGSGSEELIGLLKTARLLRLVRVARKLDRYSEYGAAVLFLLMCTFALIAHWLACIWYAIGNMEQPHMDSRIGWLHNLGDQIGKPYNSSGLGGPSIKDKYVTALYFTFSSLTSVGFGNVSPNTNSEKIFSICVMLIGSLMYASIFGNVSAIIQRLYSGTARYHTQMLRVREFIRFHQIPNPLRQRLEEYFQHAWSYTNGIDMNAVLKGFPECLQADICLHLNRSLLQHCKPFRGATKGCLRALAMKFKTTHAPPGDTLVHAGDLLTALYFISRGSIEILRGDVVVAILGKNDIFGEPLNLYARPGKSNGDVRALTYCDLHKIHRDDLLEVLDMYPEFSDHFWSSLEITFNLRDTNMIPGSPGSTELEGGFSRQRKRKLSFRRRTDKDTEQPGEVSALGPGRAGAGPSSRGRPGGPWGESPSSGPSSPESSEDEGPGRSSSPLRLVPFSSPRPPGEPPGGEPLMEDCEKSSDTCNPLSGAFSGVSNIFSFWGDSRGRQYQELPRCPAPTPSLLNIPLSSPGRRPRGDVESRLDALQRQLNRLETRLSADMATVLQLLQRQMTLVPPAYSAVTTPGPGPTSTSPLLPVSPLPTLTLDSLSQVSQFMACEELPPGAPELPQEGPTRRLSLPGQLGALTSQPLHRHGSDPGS
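U2OS cells were transduced with wild-type KCNH2 virus (2.03 x 10^8 / mL) for 4 h at room temperature, then cultured overnight at 37 C. Thallium flux was read with FluxOr dye. Rate constants were normalized to DMSO controls.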
FBPA coupling cs – qHTS Assay for Inhibitors of Fructose-1,6-bisphosphate Aldolase from Giardia Lamblia: Coupling assay counterscreen | coupling enzyme system counterscreen, AmpLite Red fluorescence | activity change, negative = inhibition, % at 58.2 µM, hits read low | 0.67% of 290,000 active; in the data active means activity change below about -30%; further: on the % scale 0 is the no-effect control and ±100 the full control effect
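Fluorescence at 525 nm excitation and 598 nm emission measured inhibition of the coupled detection system without aldolase. Compounds (at 57.5 uM final) were preincubated 10 min at room temperature with coupling enzyme reagent before a 20 min substrate/AmpLite Red step.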
ASM inhibitor – Inhibitors of Secretory Acid Sphingomyelinase (S-ASM): qHTS. placental ASM, HMU-PC fluorogenic substrate, 60 min. Potency, µM (highest dose often 57.5 µM), without a hit: top-dose activity change, negative = inhibition, actives largely listed as inhibitors. AID 504937, 2011. 0.006% of 340,000 active; further: potency means the concentration at half of the fitted maximal effect
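Steps: dispense placental human ASM, pin compound, wait 10 min at room temperature, add HMU-PC0 substrate at 9 uM final, incubate 60 min at 37 °C, add stop solution raising pH to 10, read fluorescence.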
* marks the source's active call; other numbers are inactive results; i = inactive; ? = inconclusive; · = no result given; [ ] = dose if it differs, or a comment. Unless noted, the call rests on the fitted dose curve; in most records, active means well fitted curve in the direction sought with a large enough effect; inconclusive means small, poorly fitted or top-dose-only effect, or another doubt; inactive means no such curve, though single readings can be large; an effect the other way counts as inactive or inconclusive.

The line under a structure holds: KCNH2 3.1 block | GALK inhibitor | Integrin act MD | MBNL1 CUG block | TRPV1 ag | MLL CXXC-DNA inh | A-T KAP1 phos | KCNH2 WT inh | FBPA coupling cs | ASM inhibitor
CC(Cl)C(=O)Nc1cc(C(F)(F)F)ccc1N1CCOCC1 (configuration not stated)
→ -4 | -1% | -16% | 2% | ? | -12% | -5% | 3 | 1 | 0%
CCN(C(=S)NCCOC)c1cccc2ccccc12
→ 2 | -1% | 0% | 6% | -1 | -9% | 5% | 6 | 2 | -1%
COc1ccccc1CNC(=O)CN(Cc1ccc(Cl)cc1)S(C)(=O)=O
→ -3 | 2% | -9% | 10% | 3 | -1% | 4% | -3 | 1 | 1%
O=C(CN1C(=O)c2ccccc2S1(=O)=O)Nc1ncc([N+](=O)[O-])s1
→ -8 | · | 4% | · | 2 | · | 2% | -5 | · | -4%
COc1cc(CN2CCN(Cc3ccc4cc(F)ccc4n3)CC2CCO)cc(OC)c1 (configuration not stated)
→ -20 | -2% | -22% | -2% | -3 | -2% | 3% | 7 | 0 | 1%
COc1ccc([C@@H]2[C@@H]3C(=O)N(C(C)(C)C)C(=O)[C@@H]3[C@]3(Cc4ccccc4)C(=O)N(c4ccc(Br)cc4)C(=O)N23)cc1
→ -13 | · | -35% | 0% | 1 | -3% | 0% | 36 | 0 | 9%
O=S(=O)(NCc1ccccn1)c1ccc(F)cc1
→ 24 | 0% | -10% | -6% | 0 | -9% | 3% | 0 | 2 | 1%
CCN(CC)C1CCN(c2nc3nonc3nc2NCCOC)C1 (configuration not stated)
→ -1 | 2% | 10% | ? | 0 | 3% | -3% | 0 | 0 | 0%
Cc1cc(C)c(S(C)(=O)=O)c(N(C)N)n1
→ -11 | -2% | 8% | 2% | 2 | -1% | 5% | 14 | -3 | 4%
O=C(OC1CCOC1=O)C1CCN(S(=O)(=O)c2c(Cl)cccc2Cl)CC1 (configuration not stated)
→ -15 | · | 5% | · | 1 | · | -1% | -2 | · | -1%
Nc1nc(COC(=O)C2CC(=O)N(Cc3ccccc3)C2)nc(Nc2ccccc2)n1 (configuration not stated)
→ 0 | · | -35% | · | 3 | · | 8% | 0 | · | 5%
CCN(CC)C(=O)CSc1nnc(CNc2ccc(F)cc2)n1Cc1ccco1
→ 2 | 0% | -18% | 2% | 1 | -1% | 0% | 3 | -1 | -1%
CCN(CC)C(=O)C(=O)c1cccn1-c1cccc(-n2cccc2C(=O)C(=O)N(CC)CC)c1C#N
→ 3 | 0% | -32% | 2% | -5 | 5% | -1% | 9 | -8 | 6%
O=c1[nH]c2ccccc2nc1NCCN1CCOCC1
→ -8 | 0% | 10% | -6% | 0 | -3% | -5% | -8 | 3 | 6%
COc1ccc(C(=O)NC(=S)NNC(=O)c2cnccn2)cc1OC
→ -13 | -1% | -21% | 0% | 1 | 1% | 4% | 1 | 1 | 0%
CCc1ccc(-n2nc3cc(C)c(N)cc3n2)cc1
→ 0 | -5% | 24% | 17% | 3 | -8% | 11% | 4 | -5 | ·
FC(F)Sc1ccc(NC(=S)NCc2ccccc2)cc1
→ 22 | 0% | -15% | -3% | ? | -1% | 9% | 0 | 0 | 9%
Cc1cccc(NC(=S)N/N=C/c2ccc([N+](=O)[O-])s2)c1
→ -13 | -3% | -68%[inhibitor] | ? | 0 | -26% | 1% | -14 | -4 | -16%
Clc1ccccc1CN(Cc1ccccc1)C(c1cccs1)c1nnnn1C1CCCC1 (configuration not stated)
→ 12 | 2% | -16% | -7% | 28 | -5% | · | -2 | -2 | 0%
COc1ccc(NC(=O)CSc2nnnn2-c2ccc(F)cc2)cc1
→ -12 | -1% | 1% | -4% | 10 | 1% | 1% | -2 | 1 | 0%
CCCCN(C)c1c(N2CCC(C(=O)OCC)CC2)c(=O)c1=O
→ -2 | · | 16% | ? | 1 | -25% | -8% | 0 | 2 | 3%
Cc1cc(N(C)C)c(C#N)c(N2CCOCC2)n1
→ -4 | 1% | 10% | -6% | 7 | -5% | 5% | -12 | 2 | -1%
O=C(O)c1ccccc1N/N=C/c1c(Sc2nnnn2-c2ccccc2)nc2ccccn2c1=O
→ 2 | · | 0% | 9% | 1 | ? | -5% | 7 | 5 | -21%
Cc1cc(=O)oc2cc(NS(=O)(=O)c3ccccc3)ccc12
→ 0 | 10% | 9% | 44%[activator] | -1 | 1% | 8% | -6 | 3 | i
C=CCN(C(=O)Nc1ccc(OC)cc1)c1nnc(-c2ccncc2)s1
→ -8 | -4% | 0% | -3% | 7 | -2% | 18% | 2 | 0 | 0%
CCOc1ccc2[nH]c3c(NCC(C)C)ncnc3c2c1
→ 0 | 4% | 10% | -12% | 5 | -7% | 1% | · | -1 | -1%
[O-][n+]1c2cc(C(F)(F)F)ccc2c2n1CCN=C2c1ccc(Cl)cc1
→ -8 | · | 2% | · | 13 | · | 17% | 5 | · | -5%
CC[C@]12c3[nH]c4ccccc4c3CCN1C(=O)C(CC(=O)NCC13CC4CC(CC(C4)C1)C3)C[C@@H]2C(=O)N1CCN(C(=O)c2ccco2)CC1 (some centres not stated)
→ -13 | · | 28% | · | · | · | 3% | 8 | · | -6%
COc1ccc(-n2c(C)cc(=O)[nH]c2=O)cc1
→ -3 | -4% | 0% | -14% | 1 | 1% | ? | -24 | -2 | 3%
O=c1/c(=C/c2ccc(O)cc2)sc2n1CCCN=2
→ 2 | 2% | -49%[inhibitor] | ? | -2 | -16% | -4% | 2 | -1 | -2%

Reformatted with bars between the fields: entries from further up
mol | KCNH2 3.1 block | GALK inhibitor | Integrin act MD | MBNL1 CUG block | TRPV1 ag | MLL CXXC-DNA inh | A-T KAP1 phos | KCNH2 WT inh | FBPA coupling cs | ASM inhibitor
Cc1cccc(NC(=S)N/N=C/c2ccc([N+](=O)[O-])s2)c1 | -13 | -3% | -68%[inhibitor] | ? | 0 | -26% | 1% | -14 | -4 | -16%
Clc1ccccc1CN(Cc1ccccc1)C(c1cccs1)c1nnnn1C1CCCC1 (configuration not stated) | 12 | 2% | -16% | -7% | 28 | -5% | · | -2 | -2 | 0%
COc1ccc(NC(=O)CSc2nnnn2-c2ccc(F)cc2)cc1 | -12 | -1% | 1% | -4% | 10 | 1% | 1% | -2 | 1 | 0%
CCCCN(C)c1c(N2CCC(C(=O)OCC)CC2)c(=O)c1=O | -2 | · | 16% | ? | 1 | -25% | -8% | 0 | 2 | 3%
Cc1cc(N(C)C)c(C#N)c(N2CCOCC2)n1 | -4 | 1% | 10% | -6% | 7 | -5% | 5% | -12 | 2 | -1%

The list goes on:
The line under a structure holds: KCNH2 3.1 block | GALK inhibitor | Integrin act MD | MBNL1 CUG block | TRPV1 ag | MLL CXXC-DNA inh | A-T KAP1 phos | KCNH2 WT inh | FBPA coupling cs | ASM inhibitor
COc1cc(C#Cc2c(-c3cncn3C)n(C)c3ccc(-c4ccc5[nH]ccc5c4)cc23)cc(OC)c1
→ 9 | · | 23% | · | 2 | · | 22% | 3 | · | 46%
O=C(NCc1ccc(C(F)(F)F)cc1)C1CC(c2c(Cl)cccc2Cl)=NO1 (configuration not stated)
→ 28 | 0% | -11% | 0% | -1 | 11% | 2% | 0 | 0 | -4%
O=C(c1ccc2c(c1)OCO2)N1CCN(S(=O)(=O)c2ccccc2)CC1
→ 5 | -6% | 2% | 0% | -1 | -7% | 8% | -11 | · | 1%
O=S(=O)(Nc1ccc2c(c1)oc1ccccc12)N1CCCC1
→ 12 | 0% | -7% | -8% | 16 | 9% | 6% | -11 | -1 | -11%
O=C(Nc1nc(-c2ccccc2)cs1)c1cccc([N+](=O)[O-])c1C(=O)O
→ · | -2% | -15% | ? | -4 | -2% | 3% | -12 | 0 | 2%
Cn1ncc(Cl)c1C(=O)Nc1cccc(Cl)c1
→ 4 | 2% | -21% | -5% | ? | 2% | 3% | -2 | -5 | -7%
